# Compound activity as filed in PubChem.
# E-selectin induc: induces E-selectin expression in human endothelial cells. HUVEC E-selectin immunofluorescence imaging; normalized: neutral wells 0, TNF-alpha wells 100. AID 686992. hit rate 0.37% among 260,000. P16581. activation, % at 7.58 µM;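 active = mean E-selectin-positive cell signal at least 10% of the positive control, reached in at least 60% of replicates, without over 20% cell loss; inconclusive = no rule given, readout overlaps actives, possibly toxicity-flagged; inactive = the rest, including those meeting only one limit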;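 note: in these data hits start at about 27%; measured in HUVEC primary endothelial cells; signal is the percent of cells scored E-selectin positive by PE staining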
# Target sequence (P16581 whole entry, looked up): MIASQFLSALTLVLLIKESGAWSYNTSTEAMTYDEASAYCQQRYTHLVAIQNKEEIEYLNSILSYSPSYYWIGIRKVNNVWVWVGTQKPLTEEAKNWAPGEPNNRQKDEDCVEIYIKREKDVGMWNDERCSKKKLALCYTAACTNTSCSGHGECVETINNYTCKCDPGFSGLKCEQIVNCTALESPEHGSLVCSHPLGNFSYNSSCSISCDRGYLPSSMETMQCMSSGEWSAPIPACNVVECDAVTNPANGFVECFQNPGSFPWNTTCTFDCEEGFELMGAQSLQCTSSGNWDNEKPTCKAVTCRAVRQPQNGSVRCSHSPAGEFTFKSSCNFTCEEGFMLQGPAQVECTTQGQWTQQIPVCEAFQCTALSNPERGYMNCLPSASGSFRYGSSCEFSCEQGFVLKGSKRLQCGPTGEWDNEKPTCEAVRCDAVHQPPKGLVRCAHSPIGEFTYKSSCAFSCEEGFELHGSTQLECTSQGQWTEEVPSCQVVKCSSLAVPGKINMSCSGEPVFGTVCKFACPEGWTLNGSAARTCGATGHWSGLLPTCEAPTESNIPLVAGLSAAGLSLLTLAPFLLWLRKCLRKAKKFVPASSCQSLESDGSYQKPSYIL
#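 System: HUVEC / Compound: single concentration / Signal: immunofluorescence imaging / Read-out: percent E-selectin-positive cells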
# ERAP1 inh: inhibitors of human ERAP1 aminopeptidase; Q9NZ08; recombinant ERAP1, Leu-AMC fluorescence, 60 min; inhibition, % at 10.7 µM; hit rate 0.15% among 340,000; AID 652197;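 active = mean replicate inhibition of at least 30%, or all replicates individually reaching that 30% level; inactive = mean below 30% and not every replicate reaching it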;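 note: 0% = neutral control wells and 100% = L-leucinethiol positive control wells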
# ERp5 inh: ERp5 (human) disulfide isomerase inhibition. Q15084. ERp5 insulin aggregation, absorbance 650 nm, 90 min. inhibition, % at 9.99 µM. hit rate 0.05% among 350,000;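 active = mean replicate inhibition above about 25%, with every replicate also reaching it, limit read from the data, passing the limit was not always enough; inconclusive = only one of those two criteria met; inactive = neither criterion met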
# esBAF inh: blocks esBAF chromatin remodeling in mouse ES cells | Bmi1-luciferase knock-in reporter, 24 h; 100% = twice the neutral-well signal | hit rate 2% among 350,000 | reporter increase, % at 12.5 µM; in the data active = activation above about 40%; inconclusive = no clear call, values can overlap the other calls;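 note: 0% = median of the plate's neutral control wells and 100% = double that signal; a rise in the Bmi1 reporter signal indicates esBAF inhibition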
# RAD52 inh: blocks human RAD52 DNA annealing; recombinant RAD52 DNA annealing, FRET fluorescence; inhibition, % at 18.7 µM; hit rate 0.46% among 360,000; AID 651710;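 active = every replicate showing at least 50% inhibition; inconclusive = mean inhibition at least 50% but not in every replicate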
# Target sequence (P43351 whole entry, looked up): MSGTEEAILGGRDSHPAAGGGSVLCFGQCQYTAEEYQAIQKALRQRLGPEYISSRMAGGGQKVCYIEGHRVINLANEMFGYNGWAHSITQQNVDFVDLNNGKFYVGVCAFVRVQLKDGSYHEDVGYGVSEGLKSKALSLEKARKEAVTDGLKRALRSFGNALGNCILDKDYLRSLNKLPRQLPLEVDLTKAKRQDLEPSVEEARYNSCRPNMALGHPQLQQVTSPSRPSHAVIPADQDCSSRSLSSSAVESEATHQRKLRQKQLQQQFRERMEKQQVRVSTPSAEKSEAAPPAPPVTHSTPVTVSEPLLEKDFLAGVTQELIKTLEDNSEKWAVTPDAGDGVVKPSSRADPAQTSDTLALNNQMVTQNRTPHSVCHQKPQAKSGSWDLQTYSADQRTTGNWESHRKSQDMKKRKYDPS
# Xi reactivation: activators of X-chromosome reactivation in mouse fibroblasts; XiGFP mouse fibroblasts, % GFP-positive cells imaging, 3 d; cells co-treated with 5-aza-dC sensitizer; scaled so ellipticine positive control = 100%; activation, % at 7.58 µM; hit rate 0.055% among 360,000;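 active = mean normalized replicate activation at least 10% and every replicate at or above 10%; inconclusive = only one of the two criteria met; inactive = mean below 10% and not all replicates reach 10%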;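 note: 0% = median of on-plate neutral control wells and 100% = ellipticine 6 µM median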
#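 Assay system – SV40-immortalized XiGFP fibroblast cells, line 68-5-11 · Buffer or medium – DMEM supplemented with 5-aza-dC as sensitizing agent · Dosing – one concentration, pinned · Benchmarks – positive control ellipticine, 6 µM final · Times – 3 days compound exposure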
# S100A4 inh HTS: blocks human S100A4 binding to myosin IIA peptide; P26447; inhibition, % at 10.7 µM; AID 652163; hit rate 0.14% among 360,000; S100A4/TAMRA-MyoIIA peptide fluorescence polarization;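 active = mean inhibition of at least 70% across replicates, with every replicate also reaching that level; inconclusive = mean inhibition reaches 70% but some replicates fall short; inactive = mean inhibition below 70%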
#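 Test system: S100A4 monomer protein. Medium: HEPES buffer with Ca2+, pH 7.2. Reagent: fluorescent myosin IIA peptide, 5 nM. Compound dosing: single-point compound testing. Timing: 5 min between mix addition and reading. Benchmarks: DMSO neutral and TFP positive wells.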
# RAD54 branch: blocks human RAD54 Holliday junction branch migration; Q92698; FAM/BHQ fluorescence; inhibition, % at 10.4 µM; hit rate 0.14% among 360,000; AID 602329;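 active = mean normalized replicate activity at least 40 and at least half of replicates scoring 40 or more; inconclusive = only one of the two criteria met; inactive = mean below 40 and under half of replicates reaching 40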;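 note: 0% = median of neutral control wells and 100% = median of positive control wells; inhibitors cause a drop in the FAM fluorescence signal; in these data hits start at about 50%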
# Numbers without * were called inactive; ? = inconclusive; · = no result given. Not a hit list. Share with any hit: about 2.5%.
SMILES,E-selectin induc,ERAP1 inh,ERp5 inh,esBAF inh,RAD52 inh,Xi reactivation,S100A4 inh HTS,RAD54 branch
Cc1ccc(NC(=S)NC(=O)c2ccc(F)cc2)cc1S(=O)(=O)Nc1cccc(Cl)c1,3.8,-5,3,-9,-59,-0.1,-3,0
COc1ccc(NC(=O)C2CCN(S(=O)(=O)c3cccc4nonc34)CC2)cc1,·,0,?,0,-13,0.4,0,-10
Nc1ccc(Br)c2cccnc12,2.4,-3,-2,·,6,0.0,3,·
c1cc(-c2ccc3[nH]ccc3c2)n2ccnc2c1,1.1,2,0,12,-17,0.2,-3,11
C[C@@H]1CN([C@@H](C)CO)C(=O)c2c(c3ccccc3n2C)-c2ccccc2CO[C@@H]1CN(C)C(=O)c1ccc(F)cc1,2.2,3,7,3,5,-0.2,20,-4
CCC(C)NC(=O)c1cc(-c2ccc3c(c2)OCO3)on1 (centres undefined),·,-2,6,3,-22,0.4,0,-3
Cc1ccc(-c2cccc([C@H]3[C@@H]4C=CC[C@@H](C)[C@@H]4C(=O)N3Cc3ccccc3)c2)cc1,·,·,2,5,-15,0.2,-6,3
O=C(c1ccc(S(=O)(=O)N2CCOCC2)cc1)N(c1ccc(F)cc1)C1C=CS(=O)(=O)C1 (centres undefined),·,1,-1,-2,-5,·,4,-7
CCC1(C)Cc2ccccc2-c2[nH][nH]c(=O)c21 (centres undefined),·,-5,-1,·,1,0.0,6,·
CC(=O)c1ccc(NS(=O)(=O)c2cccc(C(=O)Nc3ccccc3C(=O)O)c2)cc1,·,-14,-10,-4,-18,0.0,24,-18
CCS(=O)(=O)Nc1ccc2c(c1)C(=O)N(C)C[C@H](OC)[C@H](C)CN[C@@H](C)CO2,0.3,0,4,3,-26,-0.5,-10,0
O=C(c1cc2c(c(-c3cccc(-c4ccncc4)c3)n1)[C@H](CCO)N(C(=O)c1ccc3c(c1)OCO3)C2)N1CCOCC1,0.0,·,-3,·,-14,-0.1,-2,·

# Part of the list above, with each value named.
> Cc1ccc(-c2cccc([C@H]3[C@@H]4C=CC[C@@H](C)[C@@H]4C(=O)N3Cc3ccccc3)c2)cc1
  E-selectin induc: ·; ERAP1 inh: ·; ERp5 inh: 2; esBAF inh: 5; RAD52 inh: -15; Xi reactivation: 0.2; S100A4 inh HTS: -6; RAD54 branch: 3

> c1cc(-c2ccc3[nH]ccc3c2)n2ccnc2c1
  E-selectin induc: 1.1; ERAP1 inh: 2; ERp5 inh: 0; esBAF inh: 12; RAD52 inh: -17; Xi reactivation: 0.2; S100A4 inh HTS: -3; RAD54 branch: 11

# (next part)
SMILES,E-selectin induc,ERAP1 inh,ERp5 inh,esBAF inh,RAD52 inh,Xi reactivation,S100A4 inh HTS,RAD54 branch
CN1CCc2c(n(CC(O)CN3CCN(CCO)CC3)c3ccccc23)C1=O (centres undefined),1.0,-5,9,-9,-11,0.1,-7,·
O=C(Cc1cccs1)NC(Cc1c[nH]c2ccccc12)C(=O)O (centres undefined),0.0,-4,1,6,-7,-0.1,-28,·
NC(=O)c1ccsc1NC(=O)C1CC1,0.1,6,2,-4,-22,0.1,-5,-16
CC(=O)Nc1ccc(/C=C(\C#N)S(=O)(=O)c2ccc(C)cc2)cc1,1.4,3,-10,-3,-46,0.0,-3,-2
COc1ccc(CCNC(=O)c2cnc3scc(C)n3c2=O)cc1OC,1.3,4,3,-6,-4,0.2,-1,-3
CO[C@H]1CN(C)C(=O)c2ccc(NC(=O)C3CC3)cc2OC[C@@H](C)N(C(=O)c2ccncc2)C[C@@H]1C,-0.2,-2,5,0,-8,0.2,-9,-9
O=C(Nc1cccc(Cl)c1)C1CCN(C(=O)c2cccs2)CC1,·,-3,-1,4,0,-0.1,-5,1
O=C(NC(=S)Nc1cc(C(F)(F)F)ccc1N1CCOCC1)c1sc2ccccc2c1Cl,·,3,2,·,-11,0.2,0,·
O=C(c1cc(=O)c2ccccc2o1)N1CCCc2ccccc21,·,2,2,-17,-1,·,0,2
CC(C)[Si]1(C(C)C)OCC2OC(n3cnc4c(N)ncnc43)C(N)C2O[Si](C(C)C)(C(C)C)O1 (centres undefined),0.2,-1,-2,·,-12,0.0,-2,·
Cc1ccccc1C(=O)Nc1ccnn1C1CCN(C(=O)c2ccoc2)CC1,-0.2,-1,8,·,-3,-0.2,0,-3
COCC(=O)N1CCC(Oc2ccc(C(=O)N(C)CCCC3CCCC3)cc2)CC1,·,-1,1,-2,-9,0.0,0,-10
CCC(=O)N1CC2(CN(C(C)=O)C2)c2c([nH]c3cc(OC)ccc23)[C@H]1CO,0.5,0,3,·,4,0.0,6,·
O=C(CSc1nnc(-c2ccccc2)o1)NC1CCCC1,·,-5,-2,·,-8,-0.1,-4,-15
O=C(CNC(=O)c1ccc(OC(F)F)cc1)NCc1ccccn1,1.9,3,-6,0,-9,0.2,-3,1
COc1ccc(-c2[nH]ncc2CN2CCCCCCC2)c(OC)c1,·,-3,4,·,76*,0.0,-1,·
O=C(Cc1ccc(NC(=O)C2CCN(C(=O)C3CCCCC3)CC2)cc1)Nc1ccc(C(=O)N2CCOCC2)cc1,1.3,5,-8,-4,3,0.0,-2,5
CC(=O)C1=C(O)CC(C)(C)CC1=NCc1nc2ccccc2[nH]1,0.5,0,-2,-7,-4,0.0,-4,2
CCCc1cc(C(=O)Nc2sc3c(c2C#N)CCC3)no1,5.5,7,0,25,-14,0.0,3,-3
COCCCNc1nc2ccccc2nc1NS(=O)(=O)c1ccc(C)cc1,·,1,-6,·,-3,-0.4,-1,-4
COCC(=O)N1CCCCN2[C@H](C1)[C@@H](c1ccc(-c3ccccc3)cc1)[C@@H]2CO,-0.1,1,-2,·,-11,0.0,4,-6
CCc1ccc(C(=O)NNc2ccc(C)c(Cl)c2)cc1,0.9,1,5,·,-12,0.0,-2,0
CCc1cccc(NC(=S)N(CCCN2CCOCC2)C(C)c2cc3cccc(OC)c3o2)c1 (centres undefined),6.1,·,6,-3,-18,-0.1,-1,0
CC(=O)Oc1ccc(Cn2c(C)c(C(=O)NC3CC3)sc2=O)cc1,·,·,-6,1,-22,0.1,18,-15
COCC1CCCN(C(=O)c2ccc3oc(CCCc4ccccc4)nc3c2)C1 (centres undefined),-0.1,-6,1,16,-14,0.0,-2,-10
Cc1n[nH]c(=O)c2c(NC(=O)CSc3nc4ccccc4c(=O)n3CCCOC(C)C)oc(C)c12,5.4,0,5,2,0,0.1,2,13
O=C(c1ccncc1)N1CCCCN2[C@H](C1)[C@H](c1ccc(-c3ccccc3)cc1)[C@@H]2CO,0.0,1,0,·,2,0.1,-5,2
CCc1nc2ccc(C(=O)Nc3ccc(OC)c(OC)c3)cn2c1N(CCC(C)C)CCN(C)C,?,2,4,-4,12,0.2,0,10
COc1cccc(-c2ccc3c(c2)[C@@H]2[C@@H](CCN2S(=O)(=O)c2ccccc2F)[C@H](CO)N3)c1,0.0,-1,-4,5,26,-0.1,6,7
CCCCNC(=O)C1CCN(C(=O)C2CCN(S(=O)(=O)c3ccc(C)cc3)CC2)CC1,·,0,0,10,-7,0.2,9,9
CNC[C@H]1OCCCC[C@@H](C)Oc2ccc(NS(=O)(=O)c3ccc(F)cc3)cc2C(=O)N([C@H](C)CO)C[C@@H]1C,0.1,-1,1,-2,6,0.9,0,-2
COc1ccc(CCNC(=O)c2ccccc2)cc1,0.7,1,3,9,-5,-0.1,3,-22
CCCC#Cc1ccc2c(c1)O[C@@H](CN(C)C(=O)c1ccccc1F)[C@@H](C)CN([C@@H](C)CO)S2(=O)=O,-0.2,4,4,3,31,-0.8,-4,-6
CN(C)CC(=O)N[C@H]1C=C[C@H](CC(=O)O)O[C@H]1CO,0.4,-1,-2,·,-1,0.4,49,·
Cc1nc(-c2cccc(N)c2)cs1,·,·,-3,12,-23,0.0,1,-2
CC(C)C#Cc1ccc([C@@H]2[C@@H](CO)N3CCCCN(C(=O)c4ccc5c(c4)OCO5)C[C@@H]23)cc1,-0.7,-1,9,·,19,-0.1,13,4
O=C(c1cc2ccccc2cc1O)N1CCN(c2ccccc2O)CC1,·,-2,4,2,-6,-0.1,0,9
CN(Cc1ccccc1)C(=O)c1ccc(NC(=O)Cc2ccc(NC(=O)C3CCCN(C(=O)C4CC4)C3)cc2)cc1 (centres undefined),0.1,-1,5,1,-5,-0.1,-6,-22
COc1cccc(C(=O)N2CCN(Cc3ccccn3)CC2)c1,·,-1,-1,2,-4,0.0,-2,9
O=S1(=O)CC(N2CCCCC2)CN1CCc1ccccc1 (centres undefined),2.2,·,-12,3,-14,0.1,-5,-1
Cc1cc2c(cc1C)C(c1ccccc1OC(C)C)CC(=O)N2 (centres undefined),1.0,-3,4,-11,-17,0.2,-14,-4
C=CCn1c(=O)/c(=C/c2ccc(Cl)cc2)s/c1=C(\C#N)c1nnc2n1CCCCC2,·,-1,7,2,-36,0.0,3,·
COCCCn1c(=O)c2ccccc2n(Cc2ccccc2)c1=O,·,-3,-5,-5,-15,0.0,0,-2
CC(=NNC(N)=O)c1ccc(Cl)c(-n2cccc2)c1,-0.3,1,-2,·,-13,0.0,-2,·
C[C@@H]1CCCCO[C@H](CN(C)C)[C@@H](C)CN([C@@H](C)CO)C(=O)c2cc(NS(=O)(=O)c3cccs3)ccc2O1,-0.3,-1,2,1,-33,0.3,7,1
O=C(NCc1cccs1)C1CCCN(C(=O)Nc2ccccc2)C1 (centres undefined),0.1,2,3,-4,10,0.1,-25,-10
CC(C)C#Cc1ccc2c(c1)O[C@@H](CN(C)Cc1ccccn1)[C@@H](C)CN([C@H](C)CO)S2(=O)=O,0.7,2,5,-5,-1,-0.8,0,-26
O=C(C[C@@H]1C[C@H]2c3cc(NS(=O)(=O)c4ccccc4)ccc3O[C@H]2[C@H](CO)O1)NCC1CC1,-0.3,10,-13,6,5,0.3,-4,2
COc1ccc(N2Cc3ccccc3C2=NC(=O)c2cccc([N+](=O)[O-])c2)cc1,-1.2,0,?,·,-12,0.2,-10,·
O=C(CCC(=O)N1CCOc2ccccc21)NCc1cccnc1,·,1,6,-5,-1,-0.4,-3,0
Cc1ccccc1C(=O)Nc1nnc(S(=O)(=O)N2CCCCCC2)s1,0.0,-1,2,-12,-17,0.1,0,-6
COc1ccc(NC(=O)C2CCCN(S(=O)(=O)c3ccc4c(c3)CC(C)N4C(C)=O)C2)cc1 (centres undefined),·,-1,1,2,-21,0.1,-5,-3
Cc1ccc(C2NC(c3ccc(C)cc3)C(C)C(=NO)C2C)cc1 (centres undefined),·,-3,7,·,-26,·,5,·
COc1ccc2c3c(n(C)c2c1)[C@@H](CO)N(Cc1ccccc1)CC31CCN(C(=O)Nc2cccc(F)c2)CC1,-0.6,4,2,·,-1,0.3,13,·
CN1CCN(C(=O)C[C@@H]2CC[C@@H]3[C@H](COC[C@@H](O)CN3C(=O)Nc3ccc4c(c3)OCO4)O2)CC1,0.2,·,·,?,·,0.1,·,14
O=C(C[C@@H]1CC[C@H](NC(=O)CC2CC2)[C@@H](CO)O1)NCc1ccc(-c2ccccc2)cc1,-0.2,-1,4,-2,-2,0.2,2,2
